# Compound activity deposited in PubChem by The Scripps Research Institute Molecular Screening Center.
# MITF inh: blocks human microphthalmia-associated transcription factor; 0.91% of 650,000 active; inhibition, % at 2.6 µM; AlphaScreen MITF homodimerization, bead proximity signal; O75030; in the data active = inhibition above about 50%;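 note: 0% = vehicle wells with protein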
# Target sequence (O75030 whole entry, looked up): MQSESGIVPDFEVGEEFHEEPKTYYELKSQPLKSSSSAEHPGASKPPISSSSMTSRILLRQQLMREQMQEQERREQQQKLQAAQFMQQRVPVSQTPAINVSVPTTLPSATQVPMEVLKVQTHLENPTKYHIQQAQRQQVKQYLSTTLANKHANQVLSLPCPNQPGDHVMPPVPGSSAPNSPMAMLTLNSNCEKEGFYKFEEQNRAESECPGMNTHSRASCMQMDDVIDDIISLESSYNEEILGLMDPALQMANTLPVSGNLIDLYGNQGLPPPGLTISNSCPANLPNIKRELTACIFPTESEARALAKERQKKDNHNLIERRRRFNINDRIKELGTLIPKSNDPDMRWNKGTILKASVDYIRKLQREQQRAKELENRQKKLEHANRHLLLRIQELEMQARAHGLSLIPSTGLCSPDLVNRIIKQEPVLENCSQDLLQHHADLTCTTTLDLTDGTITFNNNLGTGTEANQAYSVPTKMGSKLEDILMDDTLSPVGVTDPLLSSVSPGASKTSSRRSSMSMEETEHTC
# FBW7 activator: human FBW7 E3 ligase activation, primary screen; AlphaScreen FBW7–phospho-cyclin E peptide binding, activator screen; normalized activity (activation), % at 26.1 µM; 0.13% of 650,000 active; in the data active = normalized activity above about 1.9%;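 note: purified mutant Fbw7 with reduced substrate affinity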
# TEAD-YAP inh: TEAD-YAP interaction inhibition; HEK-TIYL cells, TEAD-Gal4/YAP UAS-luciferase luminescence; inhibition, % at 9.12 µM; 1.4% of 640,000 active; AID 1259422; in the data active = inhibition above about 32%;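 note: 0% = median of test compound wells and 100% = reference inhibitor wells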
# GPR151 activ: activators of human GPR151; activation, % at 11.2 µM; PathHunter beta-arrestin GPR151 cells, luminescence; 1% of 650,000 active; Q8TDV0; in the data active = activation above about 4.9%;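 note: 0% = median of compound wells and 100% = cells with positive control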
# Target sequence (Q8TDV0 whole entry, looked up): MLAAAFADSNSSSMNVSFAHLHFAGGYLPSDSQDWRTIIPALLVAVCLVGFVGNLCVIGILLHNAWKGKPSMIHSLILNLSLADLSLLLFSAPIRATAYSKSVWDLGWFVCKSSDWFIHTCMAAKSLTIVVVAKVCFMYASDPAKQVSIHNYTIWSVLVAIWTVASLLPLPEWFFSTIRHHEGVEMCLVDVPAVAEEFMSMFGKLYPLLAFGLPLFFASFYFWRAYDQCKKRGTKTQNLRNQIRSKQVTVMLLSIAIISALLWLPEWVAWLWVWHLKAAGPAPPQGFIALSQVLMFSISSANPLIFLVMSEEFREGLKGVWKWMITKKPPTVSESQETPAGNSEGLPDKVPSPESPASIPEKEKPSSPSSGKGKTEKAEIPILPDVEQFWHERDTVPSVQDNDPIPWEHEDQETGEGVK
# Numbers without * were called inactive; & = joins results of further samples.
canonical_smiles	MITF inh	TEAD-YAP inh	FBW7 activator	GPR151 activ
N#Cc1c(N)[nH]c(=S)c(C#N)c1C1CC=CCC1 (stereo unspecified)	5	-2	0.1	-0.7
COc1ccc(C(NC(C)=O)c2cc(Cl)c3cccnc3c2O)cc1 (stereo unspecified)	62*	84*	-0.5	5.1*
CSc1nnc2n(Cc3ccccc3)c(=O)c3c4c(sc3n12)CC(C(C)(C)C)CC4 (stereo unspecified)	12	0	0.2	-0.7
CN1CCNC(=O)C1CC(=O)NCCc1ccccc1F (stereo unspecified)	1	-7	-0.2	3.1
Cc1cc(NCCN2CCOCC2)nc(NCc2ccc3c(c2)OCO3)n1	10	-1	-0.1	-0.6
CCOc1ccc(N2CC(C(=O)OC)CC2=O)cc1 (stereo unspecified)	3	9	0.0	6.4*
CN(C)CCNC(=O)NCC12CC3CC(CC(C3)C1)C2	3	-7	0.0	1.2
CCc1cc2c(SCC(=O)NCc3ccco3)ncnc2s1	-11	4	0.1	2.7
Cc1ccc(C(=O)n2ncc(-c3ccccc3)c2-c2ccccc2)cc1	-12	-8	0.0	-1.0
COc1ccc(C)cc1N(CC(=O)NC(C(C)C)C(C)C)S(C)(=O)=O	-3	4	0.0	-0.9
CCCCCCn1c(SCC(O)CO)nc2c1c(=O)[nH]c(=O)n2C (stereo unspecified)	4	-11	0.2	0.6
COc1ccc(NC(=O)CC2C(=O)N(C)C(=S)N2Cc2ccc3c(c2)OCO3)cc1 (stereo unspecified)	4&-8	7&30	-0.1&0.0	0.9&0.3
Cc1cc(NC(=O)C23CC4CC(C2)CC(c2ccccc2)(C4)C3)no1	-5	-1	-0.3	0.5
COC(=O)c1cccc(NC(=O)COc2cc(C)ccc2C(C)(C)C)c1	14	2	0.4	0.5
Cc1cc(NC(=O)Nc2cccs2)no1	6	-35	0.3	1.1
CSc1ccc(CN2CCc3nnc(C(NS(C)(=O)=O)C(C)C)n3CC2)cc1 (stereo unspecified)	1	7	-0.1	-0.2
O=C(NCc1ccccc1)c1cccnc1N1CCCC1	12	-3	0.2	-0.7
CC1CCc2c(sc3ncn(C4CCN(C(=O)CCN5CCCC5=O)CC4)c(=O)c23)C1 (stereo unspecified)	3	-7	0.0	-0.1
C=CCn1c(=NC(=O)c2cc(Cl)sc2Cl)sc2cc(S(N)(=O)=O)ccc21	11	5	0.1	2.3
CCOc1ccccc1OCCCOc1ccc([N+](=O)[O-])cc1	-37	5	0.0	0.4
CC1CCN(C(=O)Cn2c(-c3ccncc3)nc3ccccc32)CC1	0	-3	-0.1	-2.0
COCCn1c(=N)c(C(=O)NC(C)c2ccccc2)cc2c(=O)n3cccc(C)c3nc21 (stereo unspecified)	3	-8	0.2	-0.7
COc1cc(C(OC(C)=O)OC(C)=O)cc(I)c1OC(C)=O	-2	-11	-0.1	0.4
COc1ccccc1CCc1nnc(CCC(=O)NC2CCCC2)o1	1	3	0.2	-0.2
COc1cccc2cc(C(N)=O)/c(=N/NC(=O)COc3ccccc3C)oc12	0	-3	0.0	-0.2

# The list continues.
canonical_smiles	MITF inh	TEAD-YAP inh	FBW7 activator	GPR151 activ
CCOC(=O)c1sc2nc(SCC#N)n(Cc3ccc(C)cc3)c(=O)c2c1C	-19	-4	-0.1	-0.8
Cc1ccccc1NC(=O)c1cccc(NC(=O)c2ccc([N+](=O)[O-])cc2C(=O)O)c1	-2	-6	-0.1	-0.7
CC12CCC(=O)C=C1CC[C@@H]1[C@@H]2[C@@H](O)CC2(C)[C@@H](C(=O)CO)CC[C@@H]12 (stereo partly specified)	7	2	0.6	-0.6
NC(=O)C1CCN(C(=O)c2ccc3nc(N4CCCCC4)sc3c2)CC1	4	-48	-0.1	12*
CCc1cccc(OCCn2cnc3ccccc3c2=O)c1	-3	-29	0.0	-0.9
COc1ccc(C(=O)Nc2cccnc2)c(OC)c1	15	-21	0.0	1.5
CC(=O)c1ccc(N2CN=c3s/c(=C4\C(=O)Nc5ccc(C)cc54)c(=O)n3C2)cc1	11	5	0.0	-2.5
Cc1ccc(S(=O)(=O)N2CCOC2CNC(=O)C(=O)NCC(C)C)cc1 (stereo unspecified)	-15	11	-0.1	2.3
Cc1cccc(N2C(=O)CSC23CCCCC3)c1	9	9	-0.1	2.6
CCOC(=O)c1cnc2cc(C(F)(F)F)ccc2c1NCCCN1CCN(C)CC1	9	1	0.2	0.8
CC1CCc2nc(/C(C#N)=C\c3ccco3)sc2C1 (stereo unspecified)	-2	70*	-0.2	-1.4
COc1cc(NS(=O)(=O)c2ccc(NC(=O)c3ccccc3I)cc2)ncn1	7	8	0.0	-0.6
COc1ccccc1N(CCCN1C(=O)c2cccc3cccc(c23)C1=O)C(=O)C12CC3CC(CC(C3)C1)C2	-16	-9	0.1	1.9
O=C(CN1C(=O)c2ccccc2C1=O)Nc1ccccc1C(=O)N1CCCCC1	0	0	0.0	1.2
NC(=O)C1CCN(C(=O)c2ccc(I)cc2)CC1	6	0	-0.1	0.2
CC1CN(c2nc3ccccc3nc2C(C#N)C#N)CC(C)O1 (stereo unspecified)	6	2	0.0	0.3
C/C=C/COC(=O)C1=C(C)NC(=O)NC1c1cc(Cl)c(O)c(OC)c1 (stereo unspecified)	-5	-17	-0.1	-0.3
CCOC(=O)C1=C(O)c2ccccc2C(=O)/C1=C\c1ccccc1	2	5	0.6	1.1
CCCCNC(=O)CSc1nc(O)c(C(C)C)c(=O)[nH]1	-6	1	-0.3	0.1
C=CCn1c(SCC(=O)N2CCc3ccccc32)nnc1-c1cccc([N+](=O)[O-])c1	-3	2	0.0	-0.3
Cc1ccc(OCCCN2CCNCC2)c(Cl)c1	39	-14	-0.3	0.8
O=C(CCCCC(=O)N1CCCC1=O)N1CCCC1=O	-7	-2	0.2	-0.1
CN(C)S(=O)(=O)c1ccc(NC(=O)COc2ccccc2)cc1	10	-6	0.0	1.3
CNC(=O)Cc1ccc(NS(=O)(=O)c2cc(Cl)ccc2OC)cc1	17	2	0.8	0.4
CCN(CC)CCn1c2c(c(SCC(=O)Nc3cccc(F)c3)nc1=O)CCCC2	10	6	-0.1	-0.3

# Continuation.
canonical_smiles	MITF inh	TEAD-YAP inh	FBW7 activator	GPR151 activ
O=C(/C=C/c1ccccc1)Oc1ccc([N+](=O)[O-])cc1	-1	4	0.0	-0.5
CCN(CC)S(=O)(=O)c1ccc(C(=O)Nc2ccc(S(=O)(=O)Nc3cc(OC)nc(OC)n3)cc2)cc1	-3	-1	-0.1	0.8
COc1cc(NC(=O)CSc2nc3ccc(OC)cc3[nH]2)cc(OC)c1	13	11	0.3	1.8
Cc1cccnc1NC(=O)c1cc2ccccc2oc1=O	2	-47	-0.1	1.4
CCOc1ccc(NC(=O)Cn2cnc3scc(-c4ccccc4)c3c2=O)cc1	16	10	0.1	-0.5
CCOC(=O)c1ccc(N=C2SC(C(=O)Nc3ccc(OCC)cc3)CC(=O)N2C)cc1 (stereo unspecified)	2	5	0.0	0.7
COc1ccc(CCNc2cc(N3CCN(C(=O)c4cc(F)c(F)cc4Cl)CC3)ccc2[N+](=O)[O-])cc1OC	6	6	0.2	-0.1
COC(=O)c1ccccc1N1CC(C(=O)O)CC1=O (stereo unspecified)	1	-6	0.0	0.3
CCOC(=O)C1=C(N)N(c2ccccc2[N+](=O)[O-])C2=C(C(=O)CCC2)C1c1ccsc1 (stereo unspecified)	-1	-1	-0.1	-0.8
COc1cc(C(=O)NNC(=O)c2ccc(SCc3cccc(F)c3)c([N+](=O)[O-])c2)cc(OC)c1OC	4	4	0.1	0.7
Cc1ccc(S(=O)(=O)Nc2ccccc2CNc2c(C)n(C)n(-c3ccccc3)c2=O)cc1	-1	2	0.0	-1.4
COc1ccc([N+](=O)[O-])cc1NS(=O)(=O)c1ccccc1[N+](=O)[O-]	0	-6	-0.1	-0.4
O=C(O)CCCCCn1c(SCC(=O)c2ccc(O)c(O)c2)nc2ccsc2c1=O	-22	-2	-0.1	-0.8
CS(=O)(=O)N(CC(=O)N1CCOCC1)c1cc(Cl)c(Cl)cc1Cl	-3	-2	0.2	-0.8
COc1ccc(NC(=O)COC(=O)CCC2CCCCC2)cc1	1	10	0.2	-0.5
COc1cccc(OCCSc2nc(C)cc(=O)[nH]2)c1	10	-7	-0.1	-2.1
O=C(N1CCCC1)C12CC3CC(CC(C3)C1)C2	1	4	0.1	-1.7
Cc1ccccc1C(=O)N1CCCC(C)C1 (stereo unspecified)	1	3	-0.2	0.1
O=C(CCCn1c(SCc2cc(=O)n3cc(Cl)ccc3n2)nc2ccccc2c1=O)N1CCCC1	-4	10	-0.1	0.9
COCc1cc(C)nc2oc(C(=O)c3ccccc3)c(N)c12	-6	6	0.2	5.7*
N#Cc1ccsc1NC(=O)CCc1ccccc1	-9	13	0.0	-2.0
CCCCNc1nc(-c2ccccc2)nc(-n2ccnc2)n1	0	9	0.0	0.4
O=C(CCn1c(=S)[nH]c2ccsc2c1=O)N1CCCCC1	-13	-8	-0.2	-0.9
N#Cc1cc(-c2ccnc(Nc3ccc(N4CCC(O)CC4)cc3)n2)cc(N2CCOCC2)c1	13	47*	-0.3	0.5
O=C(C1COc2ccccc2C1)N1CCC(CO)(Cc2ccc(Cl)cc2)CC1 (stereo unspecified)	9	-9	0.1	-2.7

# Next part
canonical_smiles	MITF inh	TEAD-YAP inh	FBW7 activator	GPR151 activ
Cc1cc(N2C(=O)NC3CC2(C)Oc2ccccc23)ccc1Br (stereo unspecified)	9	8	0.1	-1.2
CC1CCC(NC(=O)CCS(=O)(=O)c2cc3c(cc2Cl)NC(=O)CO3)CC1 (stereo unspecified)	16	1	0.8	-1.0
CC(=O)NCCNC(=O)c1ccc2ccccc2c1	17	-14	1.0	2.2
O=C(COc1cc(Cl)ccc1Cl)Nc1cccc([N+](=O)[O-])c1	-2	-31	0.2	-1.4
COc1ccc(C2C(C(=O)Nc3cccc(C)n3)c3ccccc3C(=O)N2C2CCCCC2)cc1 (stereo unspecified)	2	-1	0.2	0.5
CCOC(=O)N1CCN(C(=O)c2cnc(Nc3ccccc3OC)c3ccccc23)CC1	-11	-18	0.5	1.0
CCc1ccc(N=Cc2c(O)[nH]c(=S)[nH]c2=O)cc1	5	2	-0.2	0.0
NCCCC[C@@H]1NC(=O)[C@H]2CN(C(=O)NCc3ccccc3)CCN2C1=O	-12	-1	0.1	-0.4
COc1cccc2cc(C(=O)OCC(=O)NCc3ccco3)c(=O)oc12	31	-41	0.2	-1.5
Cc1ccc(S(=O)(=O)N(C)CC(=O)NNC(=O)c2n[nH]c3ccccc23)cc1	4	4	0.0	0.7
COc1ccc(OC)c(/C=N/NC(=O)c2cccc(I)c2)c1	15	-4	0.2	0.9
COc1ccc(CC(=O)NCCn2c(C)cc3ccccc32)cc1	12	10	0.0	1.2
CC[C@H](C)[C@@H]1NC(=O)[C@H]2CN(CC3CCCCC3)CCN2C1=O	14	-4	-0.1	-1.2
O=S(=O)(c1ccc(F)cc1)N1CCN(c2cccc(Cl)c2)CC1	-1	14	-0.1	2.0
CC(=O)Nc1cccc(-c2cccc3cnc(Nc4ccc(-n5cnc(C)n5)cc4)nc23)c1	21	57*	0.4	-0.7
CCOC(=O)N1CCN(C(=O)C2CC23CCN(C(=O)C2=CCCCC2)CC3)CC1 (stereo unspecified)	4	15	-0.1	-0.2
CCN(C(=O)c1cnc2scc(C)n2c1=O)c1ccccc1	13	8	0.0	0.4
COC(=O)C1CCN(C2CCN(C(=O)/C=C\C(=O)O)CC2)CC1	16	5	0.0	1.0
Cc1ccc(C)c(Oc2coc3cc(OCC(=O)OC(C)C)ccc3c2=O)c1	16	-1	-0.1	0.2
COc1cccc2cc(C(=O)Nc3cc(C)cc(C)c3)c(=Nc3ccc(C(=O)O)cc3)oc12	10	8	0.6	1.5
CCOC(=O)c1c(NC(=O)COc2ccc(Cl)cc2)sc(C(=O)Nc2cc(C(F)(F)F)ccc2Cl)c1C	4	3	-0.1	0.4
CCOC(=O)C1CCCN(c2ncnc3nc[nH]c23)C1 (stereo unspecified)	-20	1	0.1	1.7
S=C(NCC1COc2ccccc2O1)NC1CCCCC1 (stereo unspecified)	-3	-5	0.1	-1.9
Cc1cc(C(F)(F)F)nc(-n2cc(-c3ccccc3)nn2)n1	-3	-4	0.3	1.1
O=C(COC(=O)c1ccc(Br)cc1)c1cccc([N+](=O)[O-])c1	0	-5	-0.2	0.4
CS(=O)(=O)N(CC(=O)N1CCCCCC1)c1ccc(Br)cc1	5	-5	-0.1	0.9
CC(=O)c1ccc(NC(=O)NNC(=O)COc2cc(Cl)c(Cl)cc2Cl)cc1	1	7	0.2	-1.8
